High-throughput results: PubChem BioAssay, several laboratories
PG9 binder: PG9 antibody binding by small molecule; TR-FRET gp120-PG9 antibody binding; inhibition, % at 6.7 µM; actives 0.43% (n = 360,000); AID 624416; in the data active = inhibition above about 8.5%
NR1D1 modulator: modulators of human Rev-erb alpha DNA binding. AID 1259318. activity, % at 10 µM. actives 0.79% (n = 370,000). Rev-erbα–FITC-DNA binding, fluorescence polarization, 90 min. P20393;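 active = activity above about 14%, limit read from the data; passing the limit was not always enough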;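 also: 0% = DMSO wells with 35 nM protein and 100% = DMSO wells with 750 nM protein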
SMARCA2 activ: increases SMARCA2 function in MMTV reporter cells. MG213 cells, MMTV-luciferase reporter, dexamethasone, overnight. activation, % at 9.1 µM. actives 1% (n = 370,000); in the data active = activation above about 7.8%;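 also: 0% = vehicle wells and 100% = reference activator wells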
ABHD4 inh: inhibitors of mouse ABHD4 | inhibition, % at 8.92 µM | AID 720543 | Q8VD66 | actives 0.54% (n = 370,000) | purified mABHD4, FP-Rh probe fluorescence polarization;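 active = inhibition exceeding the mean over every tested compound plus 3 SD, cut at about 30% in these data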;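 also: 0% = plate median of compound wells and 100% = S159A mutant with DMSO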
Target sequence (Q8VD66 whole entry, looked up): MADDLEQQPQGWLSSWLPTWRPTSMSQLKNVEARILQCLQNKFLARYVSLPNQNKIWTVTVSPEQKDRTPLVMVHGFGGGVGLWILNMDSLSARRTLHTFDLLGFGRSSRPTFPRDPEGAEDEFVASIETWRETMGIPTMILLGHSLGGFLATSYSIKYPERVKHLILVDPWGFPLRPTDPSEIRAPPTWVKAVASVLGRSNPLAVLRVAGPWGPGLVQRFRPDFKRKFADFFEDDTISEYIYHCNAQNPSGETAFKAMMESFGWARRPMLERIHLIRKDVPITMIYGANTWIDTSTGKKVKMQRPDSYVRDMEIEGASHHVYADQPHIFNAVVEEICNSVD
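Material: mouse ABHD4 enzyme, wild type; Benchmarks: S159A mutant high control, sample median low control; Buffer or medium: HEPES pH 7.0, NaCl, Pluronic buffer; Signal: fluorescence polarization; Read-out: percent inhibition of probe binding, normalized to plate controls; Timing: pre-incubation 45 min, probe exposure 60 min, at 25 °C; Dosing: 8.92 µM, single dose.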
GC-B act: GC-B (human) receptor activation. AID 1920062. P20594. actives 0.11% (n = 370,000). activation, % at 10 µM. HEK293-GC-B cells, CNP EC30, cGMP TR-FRET; 0% at EC30 CNP, 100% saturating CNP;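 active = activation at 10 µM reaching about 35% in either raw or pattern-adjusted values, limit read from the data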
ARFGAP1 inhibitor: inhibits rat ARF GTPase activating protein 1; inhibition, % at 16.5 µM; actives 0.26% (n = 360,000); AID 651572; Arfgap1-stimulated ARF1 GTP hydrolysis, GDP FP detection;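 active = inhibition above a per-plate limit, mean inhibition of low control wells plus 3 SD, cut at about 25% in these data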;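 also: 0% = DMSO wells with enzyme and 100% = wells lacking Arfgap1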
Target sequence (Q62848 1-136 limits assumed): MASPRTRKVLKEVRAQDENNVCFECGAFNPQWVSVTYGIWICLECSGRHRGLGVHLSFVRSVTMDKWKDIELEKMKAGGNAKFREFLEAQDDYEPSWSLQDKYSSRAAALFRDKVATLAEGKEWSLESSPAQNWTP
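Material – truncated rat Arfgap1 GAP domain · Buffer or medium – HEPES-based buffer, pH 7.5 · Reagent – human ARF1(Δ1-17)-GTP substrate · Dosing – 16.5 µM single point, 1.26% DMSO · Schedule – GTP hydrolysis reaction 2 h at 25 °C · Technique – GDP detection by fluorescence polarization · Benchmarks – No-Arfgap1 wells (100%) versus DMSO full-reaction wells (0%) · Repeats – single replicate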
HTRA1 inh: blocks human HTRA1 serine peptidase; Q92743; recombinant HTRA1, FP-rhodamine activity-based probe, fluorescence polarization; inhibition, % at 5.96 µM; actives 0.5% (n = 340,000); AID 504803; in the data active = inhibition above about 36%;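 also: 0% = enzyme with DMSO and 100% = wells lacking enzyme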
Target sequence (Q92743 whole entry, looked up): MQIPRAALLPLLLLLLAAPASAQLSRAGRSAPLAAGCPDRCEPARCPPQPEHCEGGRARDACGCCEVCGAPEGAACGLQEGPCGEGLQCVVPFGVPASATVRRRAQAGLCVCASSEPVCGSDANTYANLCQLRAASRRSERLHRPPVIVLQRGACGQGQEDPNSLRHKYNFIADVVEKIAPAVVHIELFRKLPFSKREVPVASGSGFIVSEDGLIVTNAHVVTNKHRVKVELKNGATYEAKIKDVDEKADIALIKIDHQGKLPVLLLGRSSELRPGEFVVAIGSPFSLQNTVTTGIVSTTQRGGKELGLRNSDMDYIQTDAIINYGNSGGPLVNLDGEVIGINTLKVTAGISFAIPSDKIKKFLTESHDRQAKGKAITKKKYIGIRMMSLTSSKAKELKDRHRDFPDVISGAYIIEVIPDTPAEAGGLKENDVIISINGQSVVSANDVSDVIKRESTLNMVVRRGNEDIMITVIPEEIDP
NPR1 activator: GC-A (human) enzyme activation | P16066 | HEK293 GC-A cells, cGMP TR-FRET, EC30 ANP; 0% at EC30 ANP, 100% saturating ANP | activation, % at 10 µM | actives 0.14% (n = 370,000) | AID 1671463; in the data active = activation above about 40%
rCAG binder: molecules binding r(CAG) RNA repeats; r(CAG) RNA repeat, TO-PRO-1 dye displacement fluorescence; inhibition, % at 3 µM; actives 1.3% (n = 370,000);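 active = inhibition above the plate cutoff, the mean of all test compounds on that plate plus 3 SD, cut at about 35% in these data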;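 also: 0% = DMSO alone and 100% = 100 µM mitoxantrone as full dye displacement; higher means more dye released from RNA so lower well fluorescence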
ASAP1 GAP inh: inhibitors of human ASAP1 ArfGAP activity; Q9ULH1; ASAP1-stimulated ARF1 GTP hydrolysis, GDP FP detection; inhibition, % at 16.5 µM; actives 0.19% (n = 360,000); AID 624377; in the data active = inhibition above about 25%;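 also: 0% = vehicle with enzyme and substrate and 100% = no enzyme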
* marks the source's active call; other numbers are inactive results.

How did C#CCOCCOCCOCCNc1nc(N2CCN(C(=O)[C@H](CCCCN)n3cc([C@@H](N)CC(C)C)nn3)CC2)nc(N2CCN(C(=O)[C@H](Cc3cc4ccccc4[nH]3)n3cc([C@@H](N)CC(C)C)nn3)CC2)n1 do in these assays?
NR1D1 modulator: 5; ABHD4 inh: 5; GC-B act: 4; NPR1 activator: -2

Results for Cc1ccc(OS(=O)(=O)c2ccccc2)c(/C=N/N=C2\NC(=O)C(C)S2)c1 (stereo unspecified) ?
PG9 binder: -1.8; NR1D1 modulator: -2; SMARCA2 activ: -2; ABHD4 inh: -1; GC-B act: 2; ARFGAP1 inhibitor: 0; HTRA1 inh: -19; NPR1 activator: 1; rCAG binder: 36*; ASAP1 GAP inh: -2

What do the screens show for `O=C(NCCCN1CCCC1=O)Nc1ccc(Br)cc1Cl`?
PG9 binder: -1.3; NR1D1 modulator: -7; SMARCA2 activ: -1; ABHD4 inh: -3; GC-B act: -2; ARFGAP1 inhibitor: -7; HTRA1 inh: 0; NPR1 activator: 4; rCAG binder: -4; ASAP1 GAP inh: -6

How did CSCC[C@H]1COC[C@@H](Cc2ccccc2)N1c1ccccc1 do in these assays?
PG9 binder: -0.8; NR1D1 modulator: 14; SMARCA2 activ: 3; ABHD4 inh: 0; GC-B act: -3; ARFGAP1 inhibitor: -3; HTRA1 inh: -15; NPR1 activator: -5; rCAG binder: -1; ASAP1 GAP inh: 0

Results for COc1ccc(/C(O)=C2\C(=O)C(=O)N(CCN(C)C)C2c2cc(OC)c(OC)c(OC)c2)c(C)c1 (stereo unspecified) ?
PG9 binder: 0.8; NR1D1 modulator: -3; SMARCA2 activ: -2; ABHD4 inh: 3; GC-B act: -5; ARFGAP1 inhibitor: -4; HTRA1 inh: 1; NPR1 activator: 0; rCAG binder: -1; ASAP1 GAP inh: -9

Results for COc1cc(OC)c(NS(=O)(=O)c2cc(C(=O)OCC(=O)NCC3CCCO3)ccc2OC)cc1Cl (stereo unspecified) ?
PG9 binder: -1.6; NR1D1 modulator: 0; SMARCA2 activ: 0; ABHD4 inh: -4; GC-B act: 1; ARFGAP1 inhibitor: 5; HTRA1 inh: 3; NPR1 activator: -3; rCAG binder: 6; ASAP1 GAP inh: -10

How did CS(=O)(=O)N1CCN(C(=O)COc2ccccc2)CC1 do in these assays?
PG9 binder: 0.7; NR1D1 modulator: -2; SMARCA2 activ: -1; ABHD4 inh: -1; GC-B act: 1; ARFGAP1 inhibitor: 25*; HTRA1 inh: 0; NPR1 activator: 1; rCAG binder: -1; ASAP1 GAP inh: -1

Results for Cc1ccccc1NC(=O)CCN1CCN(C/C=C/c2ccccc2)CC1 ?
PG9 binder: -0.4; NR1D1 modulator: -3; SMARCA2 activ: -3; ABHD4 inh: -1; GC-B act: 0; ARFGAP1 inhibitor: 3; HTRA1 inh: 7; NPR1 activator: 4; rCAG binder: -6; ASAP1 GAP inh: 9

What do the screens show for `COc1ccccc1C(c1nnnn1Cc1ccccc1)N1CCC(C(N)=O)CC1` (stereo unspecified)?
PG9 binder: -0.8; NR1D1 modulator: 1; SMARCA2 activ: -2; ABHD4 inh: 1; GC-B act: -2; ARFGAP1 inhibitor: 1; HTRA1 inh: 3; NPR1 activator: -4; rCAG binder: -2; ASAP1 GAP inh: -2

Results for CCN(Cc1cc(=O)n2ccsc2n1)Cc1nc2ccccc2c(=O)[nH]1 ?
PG9 binder: -3.1; NR1D1 modulator: -6; SMARCA2 activ: -2; ABHD4 inh: 8; GC-B act: 6; ARFGAP1 inhibitor: 5; HTRA1 inh: 3; NPR1 activator: -2; rCAG binder: -1; ASAP1 GAP inh: 5

Results for C[C@H](CO)N1C[C@H](C)[C@H](CN(C)C(=O)Nc2cccc3ccccc23)Oc2c(NC(=O)c3ccc(-c4nccs4)cc3)cccc2C1=O ?
PG9 binder: -0.9; NR1D1 modulator: -3; SMARCA2 activ: -2; ABHD4 inh: -33; GC-B act: -2; ARFGAP1 inhibitor: 16; HTRA1 inh: -37; NPR1 activator: -6; rCAG binder: 7; ASAP1 GAP inh: 4

How did COc1cc2c(=O)n(CCC(=O)NCC3CCCO3)c(=O)n(CC(=O)Nc3ccccc3C)c2cc1OC (stereo unspecified) do in these assays?
PG9 binder: -0.4; NR1D1 modulator: -3; SMARCA2 activ: -2; ABHD4 inh: 0; GC-B act: 1; ARFGAP1 inhibitor: -1; HTRA1 inh: 7; NPR1 activator: -2; rCAG binder: -2; ASAP1 GAP inh: 7

What do the screens show for `CCN(CC)C(=O)CSc1ncnc2sccc12`?
PG9 binder: -0.6; NR1D1 modulator: 1; SMARCA2 activ: -1; ABHD4 inh: 10; GC-B act: 3; ARFGAP1 inhibitor: 5; HTRA1 inh: 2; NPR1 activator: -1; rCAG binder: -5; ASAP1 GAP inh: 3

Results for COc1cc(C(=O)Nc2ccc(C)cc2)c2ccccc2n1 ?
PG9 binder: -0.1; NR1D1 modulator: -7; SMARCA2 activ: 0; ABHD4 inh: -1; GC-B act: 0; ARFGAP1 inhibitor: -9; HTRA1 inh: 1; NPR1 activator: 3; rCAG binder: 8; ASAP1 GAP inh: -14

What do the screens show for `O=P1(NC2CCCC2)OCC2(CO1)COP(=O)(NC1CCCC1)OC2` (stereo unspecified)?
PG9 binder: -0.7; NR1D1 modulator: 1; SMARCA2 activ: -2; ABHD4 inh: 6; GC-B act: 3; ARFGAP1 inhibitor: -3; HTRA1 inh: 2; NPR1 activator: 0; rCAG binder: 0; ASAP1 GAP inh: -22

Results for CC(C)CCNC(=O)C(C)N(Cc1ccc(F)cc1)C(=O)c1ccc(CN2CCCCC2)o1 (stereo unspecified) ?
NR1D1 modulator: 3; GC-B act: 1; HTRA1 inh: -5; NPR1 activator: 0

How did Cc1ccc(C(=O)c2cc([N+](=O)[O-])ccc2N2CCCCC2)c(C)c1 do in these assays?
PG9 binder: -2.0; NR1D1 modulator: 13; SMARCA2 activ: 0; ABHD4 inh: 2; GC-B act: -8; ARFGAP1 inhibitor: -7; HTRA1 inh: -20; NPR1 activator: -5; rCAG binder: 2; ASAP1 GAP inh: -7

How did C=CCCC(=O)N[C@H]1CC[C@@]23CCCN2C(=O)CCC[C@H]3[C@H]1C do in these assays?
NR1D1 modulator: -1; ABHD4 inh: 7; GC-B act: 0; NPR1 activator: 2

Results for CCc1c(C)sc(NC(=O)OC)c1C(N)=O ?
PG9 binder: -2.1; NR1D1 modulator: -1; SMARCA2 activ: 0; ABHD4 inh: -4; GC-B act: 5; ARFGAP1 inhibitor: 3; HTRA1 inh: -3; NPR1 activator: 1; rCAG binder: 2; ASAP1 GAP inh: 1

How did Cc1ncc(C(O)c2ccccc2)n1Cc1ccccc1 (stereo unspecified) do in these assays?
PG9 binder: 1.1; NR1D1 modulator: -5; SMARCA2 activ: -1; ABHD4 inh: -10; GC-B act: -12; ARFGAP1 inhibitor: -2; HTRA1 inh: -3; NPR1 activator: -16; rCAG binder: 2; ASAP1 GAP inh: 0

How did CCCOc1ccc(C(=O)NC(=S)Nc2nc3ccccc3s2)cc1 do in these assays?
PG9 binder: -1.0; NR1D1 modulator: 0; SMARCA2 activ: 2; ABHD4 inh: -7; GC-B act: -4; ARFGAP1 inhibitor: 7; HTRA1 inh: -4; NPR1 activator: -2; rCAG binder: -2; ASAP1 GAP inh: -6

Results for FC(F)(F)c1ccc(Nc2nnnc3ccccc23)cc1 ?
PG9 binder: -0.3; NR1D1 modulator: 2; SMARCA2 activ: 0; ABHD4 inh: 2; GC-B act: 2; ARFGAP1 inhibitor: 4; HTRA1 inh: 4; NPR1 activator: -2; rCAG binder: 3; ASAP1 GAP inh: 4

Results for COc1ccc(C(=O)N2CCN(C(C)=O)CC2)cc1S(=O)(=O)N1CCOCC1 ?
PG9 binder: -1.1; NR1D1 modulator: 2; SMARCA2 activ: -2; ABHD4 inh: -4; GC-B act: -7; ARFGAP1 inhibitor: 6; HTRA1 inh: 0; NPR1 activator: -6; rCAG binder: 0; ASAP1 GAP inh: -4

Results for Cc1c(C)c2ccc(OCC(=O)Nc3ccc(S(N)(=O)=O)cc3)c(C)c2oc1=O ?
PG9 binder: 4.9; NR1D1 modulator: 25*; SMARCA2 activ: 0; ABHD4 inh: 4; GC-B act: -4; ARFGAP1 inhibitor: -1; HTRA1 inh: -16; NPR1 activator: -6; rCAG binder: 20; ASAP1 GAP inh: -6

Arranged by count of non-hydrogen atoms (low to high): some entries from above
How did CSCC[C@H]1COC[C@@H](Cc2ccccc2)N1c1ccccc1 do in these assays?
PG9 binder: -0.8; NR1D1 modulator: 14; SMARCA2 activ: 3; ABHD4 inh: 0; GC-B act: -3; ARFGAP1 inhibitor: -3; HTRA1 inh: -15; NPR1 activator: -5; rCAG binder: -1; ASAP1 GAP inh: 0

How did Cc1ccc(C(=O)c2cc([N+](=O)[O-])ccc2N2CCCCC2)c(C)c1 do in these assays?
PG9 binder: -2.0; NR1D1 modulator: 13; SMARCA2 activ: 0; ABHD4 inh: 2; GC-B act: -8; ARFGAP1 inhibitor: -7; HTRA1 inh: -20; NPR1 activator: -5; rCAG binder: 2; ASAP1 GAP inh: -7

Results for C[C@H](CO)N1C[C@H](C)[C@H](CN(C)C(=O)Nc2cccc3ccccc23)Oc2c(NC(=O)c3ccc(-c4nccs4)cc3)cccc2C1=O ?
PG9 binder: -0.9; NR1D1 modulator: -3; SMARCA2 activ: -2; ABHD4 inh: -33; GC-B act: -2; ARFGAP1 inhibitor: 16; HTRA1 inh: -37; NPR1 activator: -6; rCAG binder: 7; ASAP1 GAP inh: 4

Additional records:
Results for CCOc1ccc(NC(=O)c2ccccc2NC(=O)CNC2CCCC(C)C2C)cc1 (stereo unspecified) ?
PG9 binder: -3.2; NR1D1 modulator: 5; SMARCA2 activ: -1; ABHD4 inh: -5; GC-B act: -1; ARFGAP1 inhibitor: 5; HTRA1 inh: -10; NPR1 activator: -3; rCAG binder: -2; ASAP1 GAP inh: 11

What do the screens show for `CCOC(=O)C1(CCOC)CCN(Cc2cc3ccccc3s2)CC1`?
PG9 binder: -1.5; NR1D1 modulator: 7; SMARCA2 activ: -2; ABHD4 inh: -5; GC-B act: 2; ARFGAP1 inhibitor: 2; HTRA1 inh: 2; NPR1 activator: 0; rCAG binder: -11; ASAP1 GAP inh: 11

How did O=C(NC(=S)Nc1cccc(NC(=O)c2ccccc2)c1)c1cccc([N+](=O)[O-])c1 do in these assays?
PG9 binder: -1.3; NR1D1 modulator: 0; SMARCA2 activ: -4; ABHD4 inh: -7; GC-B act: 4; ARFGAP1 inhibitor: 3; HTRA1 inh: -62; NPR1 activator: -1; rCAG binder: 7; ASAP1 GAP inh: 4

What do the screens show for `C/C(CC(C)C)=N\NS(=O)(=O)c1ccc(C)c([N+](=O)[O-])c1`?
PG9 binder: -0.2; NR1D1 modulator: -6; SMARCA2 activ: -1; ABHD4 inh: 4; GC-B act: 7; ARFGAP1 inhibitor: -5; HTRA1 inh: 4; NPR1 activator: 3; rCAG binder: 2; ASAP1 GAP inh: 7

How did COc1ccccc1N1CCN(C(=O)CN2C(=O)c3ccccc3S2(=O)=O)CC1 do in these assays?
PG9 binder: 0.2; NR1D1 modulator: -7; SMARCA2 activ: 7; ABHD4 inh: 3; GC-B act: 2; ARFGAP1 inhibitor: 13; HTRA1 inh: -5; NPR1 activator: 2; rCAG binder: -3; ASAP1 GAP inh: 10

An unsorted share of the library; about 4.4% have a hit in one of these screens.
